Bioassay records (PubChem)
GSK3A inh = inhibitors of human GSK-3 alpha kinase; P49840; ADP-Glo luminescence, 60 min; inhibition, % at 10 µM; actives 0.1% (n = 320,000); AID 2650;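 in the data active = inhibition above about 50%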;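 also: GST-tagged GSK-3 alpha with peptide substrate and 25 µM ATP; 0% = DMSO neutral wells and 100% = GW8510 positive control wells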
Target sequence (P49840 whole entry, looked up): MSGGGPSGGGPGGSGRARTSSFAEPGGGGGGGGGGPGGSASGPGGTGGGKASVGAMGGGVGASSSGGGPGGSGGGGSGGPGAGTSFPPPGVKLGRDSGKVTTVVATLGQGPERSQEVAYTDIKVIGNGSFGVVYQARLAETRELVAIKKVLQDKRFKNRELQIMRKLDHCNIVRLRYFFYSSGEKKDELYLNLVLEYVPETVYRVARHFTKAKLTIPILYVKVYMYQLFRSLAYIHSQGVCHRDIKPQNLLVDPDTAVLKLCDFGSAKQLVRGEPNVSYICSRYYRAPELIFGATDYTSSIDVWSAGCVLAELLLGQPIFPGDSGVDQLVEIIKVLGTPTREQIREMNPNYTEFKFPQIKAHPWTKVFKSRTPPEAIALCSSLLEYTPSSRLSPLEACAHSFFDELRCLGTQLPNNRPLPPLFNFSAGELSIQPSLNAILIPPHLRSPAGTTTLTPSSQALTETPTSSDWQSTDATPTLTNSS
aSyn 5UTR inh = MLPCN primary screen, SNCA 5' untranslated region; alpha-synuclein 5'UTR reporter, inhibitor activity; inhibition, % (tested at 7.5 µM); actives 0.82% (n = 300,000); AID 1813; in the data active = inhibition above about 60%;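 also: H4 neuroglioblastoma cells stably carrying SNCA 5'UTR luciferase fusion; 0% = DMSO wells and 100% = positive control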
HIF activator = HIF pathway transcriptional activation; U2OS HRE-luciferase reporter, luminescence; normalized: DMSO 0%, desferrioxamine 100%; activation, % at 7.5 µM (by protocol); actives 0.32% (n = 300,000);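 active = mean activation of at least 10% of the iron chelator positive control signal, with at least half of replicates also reaching 10%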
HSP90 refold inh = blocks HSP90-mediated luciferase refolding in reticulocyte lysate; AID 1789; Rabbit reticulocyte lysate, luciferase refolding luminescence, 3 h; inhibition, % at 5.6 µM; actives 0.91% (n = 290,000);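 active = inhibition above the screen-wide mean plus 3 SD, computed separately per campaign, cut at about 16% in these data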;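 also: 0% = DMSO wells and 100% = 60 µM geldanamycin wells; inhibitors lower the luminescence because luciferase stays unfolded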
KLF5 inhibitor = inhibitors of KLF5 expression; AID 1700; inhibition, % at 5 µM; actives 0.23% (n = 290,000); DLD-1 KLF5 promoter-luciferase reporter, luminescence;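 active = inhibition above a per-plate limit of that plate's mean compound inhibition plus 3 SD, cut at about 60% in these data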;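 also: 0% = DMSO wells and 100% = LY294002 at 200 µM; higher means less KLF5 promoter-driven luciferase light; inactives centre near -14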
HSF1 activator = increases HSF-1 driven luciferase reporter signal; activation, % at 9 µM; NIH3T3-HGL HSF-1 luciferase reporter, MG132, 8 h; 100% = twice DMSO control signal; AID 504408; actives 1.7% (n = 300,000);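 active = mean replicate activation of at least 50% with a set share of replicates each reaching 50%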;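 also: 0% = median of the neutral control wells and 100% = twice that signal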
GSK3beta inhib = inhibitors of human GSK3beta kinase | P49841 | GST-GSK3beta kinase, ADP-Glo luminescence, 60 min; active compounds read low | activity score (negative = inhibition), % at 10 µM | actives 0.038% (n = 300,000);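 active = more than half of replicate wells score below -50%, meaning over 50% inhibition versus plate controls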;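 also: 0% = median DMSO wells and -100% = median GW8510 positive control wells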
Target sequence (P49841 whole entry, looked up): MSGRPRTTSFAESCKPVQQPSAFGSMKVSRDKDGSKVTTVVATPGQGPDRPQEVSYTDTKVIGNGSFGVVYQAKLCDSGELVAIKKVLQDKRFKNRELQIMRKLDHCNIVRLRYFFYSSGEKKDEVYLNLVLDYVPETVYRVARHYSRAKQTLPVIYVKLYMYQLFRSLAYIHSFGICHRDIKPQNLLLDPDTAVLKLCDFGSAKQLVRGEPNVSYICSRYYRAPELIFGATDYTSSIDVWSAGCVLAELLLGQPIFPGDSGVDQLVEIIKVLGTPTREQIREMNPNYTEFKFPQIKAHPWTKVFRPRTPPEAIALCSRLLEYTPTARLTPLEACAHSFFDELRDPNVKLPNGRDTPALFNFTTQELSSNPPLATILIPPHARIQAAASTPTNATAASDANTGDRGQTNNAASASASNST
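Test system: GST-fused GSK3beta enzyme, cell-free | Quantity: 1.6 ng GST-GSK3beta enzyme per well | Reagent: 25 µM ATP with peptide substrate | Schedule: 60 min enzyme reaction, room temperature | Signal: Luminescent ADP-Glo measurement of ADP formed | Read-out basis: Score relative to plate controls | Control set: DMSO and 20 µM GW8510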
HSF1 inh = HSF1 inhibition; NIH3T3-HGL HSE-luciferase, MG132-induced, luminescence 8 h; active compounds read low; activity change, negative = inhibition, % at 7.5 µM (by protocol); actives 0.77% (n = 300,000);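 active = more than half of replicate wells show activity change below -50%, luminescence cut by over half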;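 also: luciferase reports HSF-1 transcriptional activity via heat shock element; 0% = median of DMSO wells and -100% = zero luminescence signal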
AI-2 QS modul = modulators of Vibrio harveyi AI-2 quorum sensing system | Vibrio harveyi JMH597 AI-2 luminescence/OD600 ratio, 9 h; active compounds read low; strain lacks LuxN and CqsS sensors; 0 = neutral-control median | activity change, % at 7.5 µM | actives 0.4% (n = 300,000); in the data active = activity change below about -75%, passing the limit was not always enough;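 also: luminescence divided by OD600 gain over 9 h not by final OD600 alone; inactives centre near 13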
IEC-6 cytotox = IEC-6 cytotoxicity, counter-screen for KLF5 inhibitors; luminescence viability; actives 0.78% (n = 290,000); inhibition, % at 5 µM; AID 1825; in the data active = inhibition above about 22%;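 also: 0% = plate median of test compound wells and 100% = cytotoxic reference compound wells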
Active calls of the source: *; x = no result given.

smiles | GSK3beta inhib | HSF1 activator | AI-2 QS modul | aSyn 5UTR inh | IEC-6 cytotox | HSP90 refold inh | HIF activator | KLF5 inhibitor | HSF1 inh | GSK3A inh
CCn1c(=O)c(=O)[nH]c2cc(C(=O)N3CCN(c4ccccc4F)CC3)ccc21 | 2 | -6 | 19 | -5 | -3 | -4 | 2.0 | 2 | 8 | 1
O=C(Nc1n[nH]c(=S)s1)c1ccc2ccccc2c1 | -1 | 31 | 46 | -115 | -8 | -2 | 1.6 | -149 | 30 | 32
COc1ccc(-c2ccc(CCC(=O)O)n2-c2ccccc2O)cc1 | -8 | 8 | 2 | -17 | 0 | 4 | 0.3 | -30 | 11 | 1
CCN(CC)C(=O)C1CC(=O)N(c2ccc(F)c(Cl)c2)C1 (stereo unspecified) | -2 | -5 | 29 | 2 | -3 | 2 | -0.4 | 8 | 0 | -1
COCc1cc(=O)n2[nH]c(SC)nc2n1 | -1 | 29 | 31 | 15 | 2 | 2 | -0.3 | 13 | 7 | -1
CCS(=O)(=O)C1=NN2C(=N)/C(=C\c3ccc(SCc4ccco4)o3)C(=O)N=C2S1 | 3 | 3 | 23 | 1 | -20 | 1 | -0.5 | -13 | -1 | x
C=CCc1cccc2cc(C(=O)Nc3ccc(CC(=O)O)cc3)c(=O)oc12 | 3 | 0 | 32 | 50 | -3 | 1 | -0.7 | -10 | -16 | -1
c1ccc2c(c1)ncn2CCOCCOCCn1cnc2ccccc21 | -3 | -10 | 5 | -5 | 5 | 0 | -0.4 | 0 | -6 | -2
COCCNC(=O)CN(C(=O)CCC(=O)Nc1ccccn1)c1ccc(OC)cc1 | 5 | 3 | 17 | -13 | 5 | -4 | -23 | -18 | -4 | 0
CCC(Sc1nc2cc(OC)c(OC)cc2c(=O)n1CCc1ccc(OC)c(OC)c1)C(=O)NCCOC (stereo unspecified) | x | -7 | x | -10 | -1 | 0 | -0.2 | -12 | -7 | 0
Cc1nc2nc(SCC(=O)NCCCN3CCCCCC3)nn2c(C)c1Cc1ccccc1Cl | -3 | -3 | 18 | -1 | -9 | -2 | 0.2 | -10 | 5 | 7
O=C(NC(=O)c1ccccc1)Nc1ccccn1 | -9 | -36 | 11 | 64* | 13 | 74* | -2.4 | 84* | -40 | 12
c1ccc(C2=NN(c3ccccc3)C(c3ccco3)C2)cc1 (stereo unspecified) | 3 | 6 | 28 | -17 | -6 | 0 | -0.2 | -54 | -6 | 1
COc1ccc(C2=NOC(C(=O)NC(C)C)C2)cc1 (stereo unspecified) | 2 | -5 | 28 | -35 | 2 | 4 | 0.8 | -76 | -3 | 2
O=C(/C=C/Nc1ccc(Oc2ccccc2)cc1)c1ccco1 | -2 | -14 | 8 | -201 | -6 | 0 | 1.9 | -15 | -16 | 1
CC(=O)c1sc(NC(=O)Cc2c(F)cccc2Cl)nc1C | 8 | 3 | 9 | 11 | -8 | 0 | -0.1 | -16 | 6 | 4
CC(C)(C)NC(=O)CN(C(=O)C(=O)Nc1ccc2c(c1)OCCO2)C(C)(C)C | 1 | 9 | 9 | -9 | -1 | -3 | 0.1 | 1 | 6 | -2
CC(C)c1nc2oc3c(=O)[nH]cnc3c2c2c1CCC2 | 1 | -8 | 37 | 19 | 0 | 4 | -0.4 | -36 | -12 | 0
O=C(Nc1ccc(Br)cc1)Nn1cnnc1 | -3 | 47 | 10 | -30 | -2 | -2 | 1.3 | -24 | 15 | -3
CCOc1ccc(-n2c(=O)[nH]cc(C(=O)N3CCc4ccccc43)c2=O)cc1 | 1 | 7 | 14 | -2 | 2 | 1 | -1.2 | -31 | 0 | -5
Cc1ccc(C(=O)n2cnnc2N)cc1C | 4 | -1 | 22 | 12 | -1 | -2 | 1.5 | -34 | -9 | -2
N#C/C(=C\c1ccccc1[N+](=O)[O-])c1nc(C2CC2)cs1 | 3 | 51* | 13 | -264 | 8 | -1 | 1.5 | -11 | 34 | -3
Cc1ccc(NS(=O)(=O)c2c(C)[nH]c(C)c2C(=O)N2CCCCC2)c(C)c1 | 5 | 6 | -10 | 2 | 3 | -4 | -0.3 | 7 | -1 | 0
COc1ccc(C(=O)Nc2ccc(N3CCOCC3)cc2)cc1OC | -1 | 20 | 11 | -16 | 2 | 2 | 0.3 | -6 | 3 | -1
CC(C)N(Cc1nccn1C)C(=O)c1cc(COc2ccc(F)cc2Cl)on1 | 1 | 29 | -6 | -19 | 4 | 4 | 0.1 | -34 | 11 | -4
CC(C)CC(=O)N1CCN(S(=O)(=O)c2ccc(Cl)cc2)CC1 | 0 | 29 | 9 | 20 | -2 | 3 | 0.2 | -28 | 3 | -1
Cc1ccc(NC(=O)CSC(C)C(=O)NCCc2ccccn2)cc1 (stereo unspecified) | 0 | -13 | 28 | -18 | 3 | 0 | 0.2 | -35 | -7 | 2
O=C(c1ccccc1)c1cnc[nH]1 | 0 | -1 | 31 | -17 | -2 | 1 | 0.4 | -6 | -3 | 0
Cc1c(Cl)cccc1NS(=O)(=O)c1cccc2nsnc12 | 1 | 14 | 31 | 9 | 1 | -1 | -36 | -23 | 3 | 5
O=C(NCCOC(=O)c1ccccc1)c1ccc([N+](=O)[O-])cc1 | 2 | 0 | 28 | -2 | 3 | -4 | -2.0 | -25 | -5 | 0
COc1ccc(OC)c(NC(=O)c2ccc(NS(=O)(=O)c3c(C)noc3C)cc2)c1 | 3 | -18 | 19 | 0 | -4 | 0 | 0.2 | -6 | -8 | -1
O=C(O)CCSc1nc2ccc(Br)cc2[nH]1 | 0 | 5 | -3 | 14 | 3 | -1 | 0.2 | -1 | -5 | 5
Cc1ccc(C(=O)Nc2ccc(-c3csc(C)n3)cc2)cc1 | 3 | 45 | 25 | -138 | -1 | 1 | 3.0 | -126 | 22 | 0
CCCCOCCCn1c(-c2ccco2)nc2nc3ccccc3nc21 | -6 | 1 | 14 | 6 | -3 | -2 | 0.3 | 7 | 9 | 2
CC(C)(C)OC(=O)NC(=NCCCc1cn(CC(=O)N2CCN(C(=O)OC(C)(C)C)CC2)nn1)NC(=O)OC(C)(C)C | -2 | 2 | 24 | 17 | -1 | 5 | -0.5 | -8 | -5 | 7
O=C(Cc1ccc(F)cc1)Nc1ccccc1Sc1ccccc1 | 1 | 27 | 22 | 15 | 4 | -6 | -0.3 | -11 | 12 | -3
N#Cc1ccc(NC(=O)CN2CCN(c3ccccn3)CC2)cc1 | -1 | -49 | 14 | -9 | 4 | 2 | 0.8 | -10 | -39 | -3
COc1ccccc1-c1coc2c(CN3CCC(C)CC3)c(O)ccc2c1=O | 4 | 9 | 12 | 6 | -3 | -4 | -56 | -14 | 5 | 1
Oc1ccc(/C=N/Nc2cc(N3CCOCC3)nc(N3CCOCC3)n2)cc1 | -1 | -27 | 28 | 18 | -1 | -2 | -0.3 | -20 | -18 | -4
COc1ccc(C(=O)Nn2c(C)nc3ccccc3c2=O)cc1OC | -2 | -4 | 11 | 9 | 1 | -2 | -12 | 4 | -5 | -2
Cc1cc(NC(=O)CSCC(=O)OC(C)C(=O)N(C)Cc2ccccc2)no1 (stereo unspecified) | 2 | 5 | 39 | 7 | x | x | -0.7 | x | 4 | -2
O=C(Cn1c(=O)c2c(ncn2Cc2ccccc2)n(Cc2ccccc2)c1=O)NC1CC1 | 0 | 7 | 25 | 23 | 0 | -2 | -0.4 | -16 | -3 | -1
CC(C)c1cc(C(=O)NNC(=S)NCc2ccco2)c(O)c(C(C)C)c1 | 3 | 28 | 18 | -5 | 10 | -10 | 0.4 | -1 | 15 | -1
CCOc1ccc(CN2CCN(Cc3nc(C(C)C)cs3)CC2CCO)cc1 (stereo unspecified) | 1 | 8 | 3 | -15 | 4 | 1 | -0.2 | -16 | -5 | 2
CCOc1ccc(NC(=O)CN(C)C(=O)C2=COCCO2)cc1OCC | 1 | -10 | 18 | 4 | x | x | -2.4 | x | -5 | -1
O/N=C(\c1ccc(Cl)cc1)c1ncc(C(F)(F)F)cc1Cl | 1 | 8 | 15 | 16 | 2 | 2 | -0.1 | -15 | 10 | 1
Cc1nc2ncnn2c(C)c1Cc1cccc(C(F)(F)F)c1 | 2 | 14 | -1 | 12 | 8 | 3 | -0.2 | 10 | -15 | -4
CCOc1ccc(NC2=C(Cl)C(=O)N(Cc3ccccc3)C2=O)cc1 | 0 | -12 | 8 | -119 | -4 | 1 | -0.4 | 10 | -6 | -2
CN(c1ccccc1C(=O)Nc1ccc(F)c(F)c1)S(C)(=O)=O | 1 | -7 | 2 | 14 | 3 | 6 | 0.1 | -3 | -5 | -2
CNc1cncc(C(=O)O)c1 | 2 | 11 | 13 | 13 | 5 | 2 | 0.6 | 11 | -4 | -3
Cc1ccc(C)c(NC(=O)C(c2ccccc2)N2CCOCC2)c1 (stereo unspecified) | -3 | -8 | 21 | -29 | -3 | -1 | -0.2 | -8 | 8 | -2
COc1cccc(CNC(=O)c2ccccc2-c2ccccc2C(=O)O)c1 | -3 | 11 | 20 | 6 | -3 | 3 | -4.7 | -40 | -5 | -2
O=C(N/N=C/c1ccncc1)c1cc(C2CC2)nc2ccccc12 | 2 | -8 | 8 | 20 | -3 | 1 | -0.1 | -9 | 0 | 0
CC(=O)c1ccc(N2CCN(CCC#N)CC2)c(F)c1 | -2 | 20 | 5 | -19 | 3 | -2 | 0.0 | -25 | 2 | 0
Cc1cc(OCC(=O)Nc2ccc(CN3CCOCC3)cc2)ccc1Cl | 1 | 8 | 36 | -10 | -8 | -4 | 0.0 | -19 | -3 | -3
CCOC(=O)C1(CCc2ccccc2)CCN(C(=O)CCn2cnnn2)CC1 | -1 | 31 | 27 | -40 | -2 | 0 | 0.3 | -16 | 12 | -1
COC(=O)c1ccc2c(c1)S(=O)(=O)NC(=NCc1ccco1)S2 | 2 | 12 | 2 | 9 | 6 | 2 | -0.1 | 17 | 1 | -2
COc1ccc(C(C)=O)c2c1OCCO2 | 1 | -5 | 9 | 13 | -1 | -3 | -0.6 | -9 | -9 | 0
C/C(N)=C(/C#N)C(=O)CSc1nnc(-c2ccc(OC(F)F)cc2)o1 | -1 | 78* | 25 | -204 | -1 | 2 | 2.3 | -153 | 46 | -2
COc1ccc(NC(=O)/C(=C\c2cccnc2)NC(=O)c2cccs2)cc1 | 2 | -6 | 27 | -14 | 3 | 0 | -0.4 | 15 | 3 | -1
CCCCOc1ccccc1C1NC(=O)NC(C)=C1C(=O)OCCOC (stereo unspecified) | 1 | 3 | 28 | -2 | -6 | 0 | 0.1 | -3 | 6 | 5
